SARS 3CLpro inh: SARS-CoV 3CLpro protease inhibition; actives 0.14% (n = 290,000); inhibition, % at 6 µM; P0C6X7; recombinant SARS-CoV 3CLpro, quenched FRET peptide cleavage; AID 1706; in the data active = inhibition above about 12%
SSB-PriA inh: blocks PriA binding to SSB C-terminal tail | AlphaScreen SSBct-PriA binding, biotinylated peptide | inhibition, % at 33 µM | actives 0.6% (n = 430,000) | AID 1272365; in the data active = inhibition mostly above about 37%, no sharp cut-off; inactive = mostly below about 20%;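 also: plate controls were negative control peptide for no effect and reference peptide for full effect; strong numbers were not always called active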
VHR inh abs: blocks human VHR1 dual specificity phosphatase; P51452; recombinant VHR phosphatase, pNPP absorbance; inhibition, % at 13.3 µM; actives 0.52% (n = 290,000); in the data active = inhibition above about 50%; also: some compounds called inactive have numbers as strong as hits
Target sequence (P51452 whole entry, looked up): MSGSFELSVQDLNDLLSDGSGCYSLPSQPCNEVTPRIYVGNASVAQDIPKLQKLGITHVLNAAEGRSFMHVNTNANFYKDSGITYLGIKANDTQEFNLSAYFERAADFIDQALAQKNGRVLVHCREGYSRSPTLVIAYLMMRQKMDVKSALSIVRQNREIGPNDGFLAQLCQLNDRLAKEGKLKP
BoNT A protease: inhibitors of Botulinum neurotoxin A light chain protease | multiplex microsphere protease substrate cleavage, flow cytometry | inhibition, % at 10 µM | actives 0.17% (n = 360,000); also: plate controls were buffer without enzyme for full effect and enzyme alone for no effect
BH1578 lux ind: quorum light induction in luxS cqsA deficient V. cholerae | actives 0.16% (n = 350,000) | activation, % at 18.7 µM | V. cholerae BH1578 lux reporter, luminescence, 6 h; in the data active = activation mostly above about 9.7%, no sharp cut-off; inconclusive = no clear call, values can overlap the other calls; inactive = mostly below about 3.7%; also: not every result past the cut was called active; inactives centre near 0; reference of the scale not given here
Anthrax LF inh2: inhibitors of Bacillus anthracis lethal factor protease; P15917; multiplex microsphere protease cleavage assay, LF; inhibition, % at 10 µM; actives 0.12% (n = 360,000); also: plate controls were buffer without enzyme for full effect and enzyme alone for no effect
Target sequence (P15917 whole entry, looked up): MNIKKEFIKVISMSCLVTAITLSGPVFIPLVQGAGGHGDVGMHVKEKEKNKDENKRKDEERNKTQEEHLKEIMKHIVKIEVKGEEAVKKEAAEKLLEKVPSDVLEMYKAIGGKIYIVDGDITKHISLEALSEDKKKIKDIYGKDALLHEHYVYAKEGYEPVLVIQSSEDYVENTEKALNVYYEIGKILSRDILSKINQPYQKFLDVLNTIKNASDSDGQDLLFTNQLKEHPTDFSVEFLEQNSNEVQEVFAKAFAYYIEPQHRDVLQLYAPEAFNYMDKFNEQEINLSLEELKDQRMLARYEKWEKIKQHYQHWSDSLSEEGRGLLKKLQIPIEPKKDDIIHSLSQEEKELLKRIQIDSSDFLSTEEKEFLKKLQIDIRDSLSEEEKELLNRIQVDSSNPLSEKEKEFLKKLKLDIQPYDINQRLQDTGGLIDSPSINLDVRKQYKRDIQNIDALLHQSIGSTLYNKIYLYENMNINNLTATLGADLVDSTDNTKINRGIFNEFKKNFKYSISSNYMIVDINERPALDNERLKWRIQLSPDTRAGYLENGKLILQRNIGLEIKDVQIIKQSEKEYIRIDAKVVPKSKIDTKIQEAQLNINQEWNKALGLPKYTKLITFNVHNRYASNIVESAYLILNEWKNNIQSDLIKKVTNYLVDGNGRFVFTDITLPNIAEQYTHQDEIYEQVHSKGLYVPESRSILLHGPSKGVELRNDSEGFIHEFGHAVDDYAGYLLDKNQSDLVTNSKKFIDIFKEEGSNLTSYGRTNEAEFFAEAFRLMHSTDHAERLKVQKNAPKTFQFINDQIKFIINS
Y pestis TopoI: inhibitors of Yersinia pestis topoisomerase I; actives 0.064% (n = 360,000); activity, % at 10 µM; Y. pestis Topo-I cleavage product accumulation, plate reader; in the data active = activity above about 50%, passing the limit was not always enough; inconclusive = no clear call, values can overlap the other calls; also: inactives centre near 2
CCHFV vOTU inh: CCHFV vOTU protease inhibition; Pep-AMC fluorescence; inhibition, % at 11.5 µM; actives 0.55% (n = 370,000); AID 651958; in the data active = inhibition above about 30%; also: 0% = vehicle wells with enzyme and 100% = no enzyme wells
PfHsp40 yeast: rescue of PfHsp40-mediated yeast toxicity; S. cerevisiae expressing PfHsp40, growth rescue, ATP luminescence; growth rescue, % at 12.5 µM; actives 0.68% (n = 340,000); AID 504582; in the data active = growth rescue above about 28%, passing the limit was not always enough; inconclusive = no clear call, values can overlap the other calls;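 also: yeast W303a lacking pdr1 and pdr3 grown in galactose medium; growth measured after three days at 30 °C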
TcdB GH inh: blocks C. difficile toxin B glycohydrolase activity. TcdB glycohydrolase enzymatic assay, plate reader. inhibition, % at 9.99 µM. actives 0.24% (n = 350,000); in the data active = inhibition above about 10%
Active calls of the source: *; i = inactive; ? = inconclusive; . = no result given; & = joins results of further samples. Rule as the data show it, unless noted: active = inhibition above about 30%; inconclusive = no clear call, values can overlap the other calls; inactive = below that. These rows are one share of the data; the hit share may differ from the screen's.

SMILES | SARS 3CLpro inh | SSB-PriA inh | VHR inh abs | BoNT A protease | BH1578 lux ind | Anthrax LF inh2 | Y pestis TopoI | CCHFV vOTU inh | PfHsp40 yeast | TcdB GH inh
O=C1C(=O)N(Cc2cccnc2)C(c2cccc([N+](=O)[O-])c2)/C1=C(/O)c1ccc2c(c1)OCO2 (stereo not drawn) | 0 | . | -2 | -1.2 | -0.4 | 2 | -8 | 2 | 0.5 | -0.4
COc1ccccc1/C=C/C(=O)OCC(=O)c1cc(C)n(C)c1C | . | 12 | . | -3.9 | -1.6 | 0 | 18 | 13 | -1.4 | -2.0
O=C(CSc1ccc(-c2ccco2)nn1)c1ccccc1 | 0 | 0&-3 | 33 | 6.2 | -0.2 | 10 | 2 | 9 | 2.2 | -0.4
O=C(NCc1nc(-c2ccccc2)no1)Nc1ccc(F)cc1 | 0 | -6 | 26 | -0.3 | -0.2 | -2 | -2 | 4 | -0.6 | 0.4
O=C(Nc1nc(-c2cccs2)cs1)c1ccc(Cl)s1 | 3 | -17 | -3 | -0.3 | -1.0 | -9 | -8 | 6 | 0.4 | -0.1
O=C(O)c1ccccc1Nc1ccc([N+](=O)[O-])cc1C(=O)O | 3 | -2 | 25 | -2.2 | -1.0 | 0 | 3 | -8 | 0.2 | 2.5
O=C(Nc1ccc(Br)cc1)c1ccc2c(c1)OCO2 | -3 | 3 | 29 | -0.3 | -0.6 | -18 | 4 | -7 | 17 | 0.3
CC1=C(C(=O)OCc2ccccc2)C(c2ccccc2)NC(=O)N1CCCC(=O)O (stereo not drawn) | -4 | -3 | 13 | -0.4 | 1.5 | 4 | 2 | 0 | -1.2 | -0.8
O=C(Nc1nnc(Cc2ccc(Cl)cc2)s1)c1ccncc1 | -4 | 5 | 18 | 0.3 | -0.2 | -7 | -2 | -9 | . | 4.1
CC(C)Cn1c(N)c(C(=O)COC(=O)C2CCCCC2)c(=O)n(C)c1=O | 0 | -19 | 7 | -0.3 | i | -3 | 7 | 0 | 2.3 | .
O=C(CCNC(=O)c1ccc(Br)cc1)Nc1ncccc1O | 2 | 0 | 22 | 1.7 | -0.7 | 2 | 5 | -2 | 0.3 | -0.9
O=C(O)CNS(=O)(=O)c1ccc2c(c1)Cc1cc(S(=O)(=O)NCC(=O)O)ccc1-2 | -1 | 1 | 28 | -3.0 | 0.0 | 7 | -9 | -3 | -0.5 | 1.4
Nc1ccc(NC(=O)NC2CCCCC2)cc1[N+](=O)[O-] | 1 | 4 | 26 | 0.2 | 0.1 | -5 | -9 | 12 | 0.7 | 0.3
O=C1/C(=C/c2ccc(N3CCOCC3)o2)SC(=Nc2ccccc2)N1CCc1c[nH]c2ccccc12 | 1 | 12 | 24 | 2.5 | -6.5 | -4 | -15 | . | 16 | .
COc1ccc(N=Cc2c(O)n(Cc3ccccc3)c(=S)[nH]c2=O)c(OC)c1 | 1 | 0 | 8 | 0.9 | -0.3 | 2 | -1 | -3 | -0.2 | 2.0
Oc1ccc(/C=C/c2cnccn2)cc1 | 2 | -16 | -5 | 0.3 | i | -2 | 9 | 13 | 1.4 | 0.1
CC(C)OC(=O)c1cc(C(=O)c2cc(F)ccc2O)coc1=N | -5 | 0 | 29 | -0.3 | i | -2 | 0 | -8 | 1.2 | .
COc1ccc(C(C(=O)NC2CCCC2)N(C(=O)c2ccoc2C)c2ccccc2)cc1 (stereo not drawn) | -1 | 0 | 5 | -0.2 | -0.8 | -1 | 19 | 4 | 0.1 | -1.5
CCCCC1=CC2=CC(=O)C(C)(OC(=O)CC)C(=O)C2=CN1CCc1ccccn1 (stereo not drawn) | . | 0 | 15 | 1.8 | -0.4 | -4 | 1 | -3 | 0.5 | -0.2
Cc1nn(C(C)(C)C)c(OC(=O)C2CCCC2)c1S(=O)(=O)c1ccccc1 | -3 | -12 | 27 | -1.5 | 1.1 | -4 | -4 | 11 | -0.5 | .
CCc1cc(=O)oc2c(C)c(OCC(=O)N3CCC(C(=O)O)CC3)ccc12 | 0 | -10 | 29 | 0.1 | -0.3 | -4 | 5 | -14 | -0.5 | -0.3
O=S(=O)(c1ccccc1)c1cnc(-c2cccnc2)nc1-c1ccccc1 | -3 | -1 | 17 | 0.4 | i | -1 | 14 | 6 | 0.5 | .
CCOc1ccc(C(=O)N(Cc2ccc(N(C)C)cc2)C2CCS(=O)(=O)C2)cc1 (stereo not drawn) | 0 | 3 | -2 | 0.5 | -7.9 | -3 | 1 | 1 | -1.6 | .
Cc1snc(S(=O)(=O)/C(C#N)=N/Nc2ccc(C(F)(F)F)cc2)c1C#N | 8 | . | 6 | 0.0 | i | -2 | -3 | 14 | 2.2 | .
CC(=O)c1ccc(NC(=O)COC(=O)c2nc(Cl)ccc2Cl)cc1 | 2 | -1 | 22 | -0.1 | i | 1 | 5 | -1 | 0.3 | 0.1

Given with tabs: entries from further up
Molecule	SARS 3CLpro inh	SSB-PriA inh	VHR inh abs	BoNT A protease	BH1578 lux ind	Anthrax LF inh2	Y pestis TopoI	CCHFV vOTU inh	PfHsp40 yeast	TcdB GH inh
CC(C)OC(=O)c1cc(C(=O)c2cc(F)ccc2O)coc1=N	-5	0	29	-0.3	i	-2	0	-8	1.2	.
COc1ccc(C(C(=O)NC2CCCC2)N(C(=O)c2ccoc2C)c2ccccc2)cc1 (stereo not drawn)	-1	0	5	-0.2	-0.8	-1	19	4	0.1	-1.5
CCCCC1=CC2=CC(=O)C(C)(OC(=O)CC)C(=O)C2=CN1CCc1ccccn1 (stereo not drawn)	.	0	15	1.8	-0.4	-4	1	-3	0.5	-0.2

New compounds follow:
SMILES | SARS 3CLpro inh | SSB-PriA inh | VHR inh abs | BoNT A protease | BH1578 lux ind | Anthrax LF inh2 | Y pestis TopoI | CCHFV vOTU inh | PfHsp40 yeast | TcdB GH inh
CCOc1ccc(OCc2ccc(C(=O)N3CCOCC3)cc2)cc1 | 1 | 3 | 12 | 0.5 | . | -14 | 5 | -4 | -0.8 | .
Cc1cc(C)c(S(N)(=O)=O)c(C)c1-n1cnnn1 | 6 | 2 | 20 | -0.3 | -1.2 | -4 | 1 | -11 | -0.9 | .
Clc1cccc(-c2nc3c4ccccc4ccn3c2Cc2ccsc2)c1 | . | . | . | 0.0 | . | 3 | . | 19 | . | 0.7
CCCc1c(C(=O)Nc2cc(C(C)(C)C)on2)cnn1-c1ccccc1 | 3 | -2 | 6 | -5.3 | i | -4 | 10 | -12 | -1.7 | 1.2
CC(Sc1nnc(CC(C)c2ccccc2)n1N)C(N)=O (stereo not drawn) | -3 | -17 | 2 | -0.2 | 0.8 | 9 | -3 | -10 | 0.3 | 0.3
Cn1nc(C(=O)Nc2cccc(C(=O)NC3CC3)c2)c2ccccc2c1=O | . | -13 | . | 1.0 | i | -14 | -5 | -3 | 0.3 | 2.4
O=C1CC(SC(=Nc2ccccc2)Nc2ccccc2)C(=O)N1c1cccc(Cl)c1 (stereo not drawn) | 1 | 3 | 16 | -0.3 | -0.5 | -2 | -8 | 4 | 1.9 | .
CCOC(=O)Nc1cccc(NC(=O)c2ccccc2F)c1 | 0 | 0 | 9 | -1.3 | -0.6 | -3 | 2 | 5 | 0.8 | 1.2
O=C(NCC1CCCO1)c1ccc2c(=O)n(-c3ccc(F)cc3)c(=S)[nH]c2c1 (stereo not drawn) | 0 | -8 | 9 | -0.3 | -0.1 | -13 | -7 | 15 | 0.4 | 0.3
COc1ccc(C2C(C(=O)O)CC(=O)N2C2CCCCC2)cc1 (stereo not drawn) | 4 | -10 | 6 | ? | i | 1 | -4 | . | 0.2 | 1.6
CCCN1CCc2c(sc3nc(SCC)n(-c4ccccc4)c(=O)c23)C1 | 1 | -13 | -16 | 34* | -0.6 | 15 | 20 | . | 0.2 | .
O=C(c1ccc(F)cc1F)N1CCN(S(=O)(=O)c2ccc3c(c2)OCCO3)CC1 | . | 5 | . | 2.0 | i | 9 | 3 | -1 | -0.2 | 0.0
O=C(NNc1c(F)c(F)cc(F)c1F)c1ccc(Cl)nc1 | -4 | -13 | 34 | 0.6 | -7.3 | 2 | 2 | 5 | 0.4 | -11
C[C@H](CO)N1C[C@H](C)[C@@H](CN(C)C(=O)Nc2ccnc(N3CCOCC3)c2)OCc2cnnn2CCCC1=O | . | . | . | -0.1 | i | -2 | -2 | -2 | . | -0.7&0.1&-0.2
CCN(CC)C(=O)Oc1nnc(SC(C)C)n1-c1ccc(Cl)cc1 | 4 | -16 | -9 | ? | i | -21 | 10 | -8 | 0.5 | 1.9
CCO[C@@H]1OC(C(=O)N2CCN(Cc3ccccc3)CC2)=C[C@H](c2ccccc2)[C@H]1CCCO | -1 | 6 | 21 | 0.2 | -0.4 | -8 | 9 | -6 | -0.2 | -1.4&-0.8
CCCNS(=O)(=O)c1ccc(CCC(=O)NCCc2ccc(OC)c(OC)c2)cc1 | -2 | -16 | 26 | 0.4 | 0.5 | 6 | -11 | 2 | -0.5 | 0.4
CCCC(C)C(=O)Nc1ncc(S(=O)(=O)c2ccc([N+](=O)[O-])cc2)s1 (stereo not drawn) | 6 | 8 | 1 | -0.6 | i | 1 | -9 | 6 | 0.1 | 2.3
NC(=O)C1(NC(=O)[C@@H]2CC3(CC(c4cccc(NC(=O)[C@@H]5CCC(=O)N5)c4)=NO3)CN2C(=O)c2ccccc2)CC1 (stereo partly drawn) | -2 | -9 | 10 | 0.3 | i | 0 | -8 | 5 | 0.0 | -0.8
CCOC(=O)CC1Sc2ccccc2NC1=O (stereo not drawn) | 2 | -7 | -15 | -0.4 | -0.3 | -2 | -7 | . | 3.0 | 1.4
CCCCn1c2ccc(F)cc2c2nnc(SCCN3CCCCC3)nc21 | 0 | -13 | 15 | -2.8 | -0.6 | 7 | 17 | 28 | -1.3 | 0.9
Cc1ncc([N+](=O)[O-])n1S(=O)(=O)c1ccc2c(c1)OCCO2 | . | -3 | . | 0.1 | -1.4 | -6 | 8 | 11 | -0.8 | -0.4
Cn1nc(C(C)(C)C)cc1C(=O)N1CCCCC1c1cc(C(=O)Nc2ccc(F)c(Cl)c2)no1 (stereo not drawn) | . | . | . | 0.4 | -0.8 | 4 | 29 | -5 | . | -4.3
CC(=O)c1ccc(NC(=O)c2noc3c2CCC3)cc1 | 1 | -4 | -20 | -0.7 | -0.3 | -2 | 4 | 0 | 0.5 | 0.8
Cc1ccc(NC(=O)CSc2nnc3n2CCCCC3)cc1 | 1 | -2 | 25 | -0.7 | -0.3 | -3 | 1 | 1 | 0.3 | .
Additional structures:
SMILES | SARS 3CLpro inh | SSB-PriA inh | VHR inh abs | BoNT A protease | BH1578 lux ind | Anthrax LF inh2 | Y pestis TopoI | CCHFV vOTU inh | PfHsp40 yeast | TcdB GH inh
CC(=O)Nc1ccc(S(=O)(=O)Nc2nc3ccccc3nc2-n2ccc(=NC(=O)c3ccc(F)cc3)cc2)cc1 | -3 | -8 | 1 | 2.9 | i | -1 | 8 | 6 | -1.5 | 16*
S=C(Nc1ccccc1Cl)N1CCOCC1 | -3 | -12 | -2 | -0.5 | -0.3 | -1 | 0 | 16 | -0.4 | .
Cc1ccsc1/C=N/NC(=O)C1CC(=O)N(c2ccc(F)cc2)C1 (stereo not drawn) | 0 | i | -10 | -1.3 | -0.2 | -7 | 5 | 3 | -0.5 | 0.0
Cc1cccc(C(=O)OCC(=O)NCC(C)C)c1O | 3 | -7 | 18 | -1.1 | 302* | 8 | 5 | 4 | -0.9 | -0.9
CCN1CCN(C(CC(C)C)c2nnnn2CS(=O)(=O)c2ccc(C)cc2)CC1 (stereo not drawn) | -2 | 0 | 15 | -0.8 | i | -9 | -2 | 12 | ? | -2.0
COc1ccc(N2CCN(C(=O)CNC(=O)c3cccc(Br)c3)CC2)cc1 | -2 | -4 | 21 | -1.2 | -10 | 6 | 9 | 1 | -0.4 | -0.3
CCOC(=O)[C@@H]1[C@H]2COc3ccc(Br)cc3[C@@H]2N2C(=O)N(c3ccccc3)C(=O)[C@]12C | 4 | 0 | 17 | -0.3 | i | -6 | 10 | 8 | -1.0 | 0.6
